# KDM5B inh = Primary screen for KDM5B Histone Demethylases FDH-coupled qHTS; Lysine-specific demethylase 5B (Homo sapiens), Q9UGL1; AID 1347165, 2019; 2.6% of 220,000 active; Potency, µM (titrated, usually from 57.7 µM), for inactives: at the top dose activity change, negative = inhibition, actives largely listed as inhibitors; KDM5B demethylase, FDH-coupled NADH fluorescence (FDH is formaldehyde dehydrogenase); active = well fitted inhibition curve with a large enough effect; inconclusive = small, poorly fitted or top-dose-only effect; inactive = no such curve, though single readings can be large or run the other way; also: 0% is about no effect; nearly all actives have a fitted effect of over 70% in size
# Target sequence (Q9UGL1 whole entry, looked up): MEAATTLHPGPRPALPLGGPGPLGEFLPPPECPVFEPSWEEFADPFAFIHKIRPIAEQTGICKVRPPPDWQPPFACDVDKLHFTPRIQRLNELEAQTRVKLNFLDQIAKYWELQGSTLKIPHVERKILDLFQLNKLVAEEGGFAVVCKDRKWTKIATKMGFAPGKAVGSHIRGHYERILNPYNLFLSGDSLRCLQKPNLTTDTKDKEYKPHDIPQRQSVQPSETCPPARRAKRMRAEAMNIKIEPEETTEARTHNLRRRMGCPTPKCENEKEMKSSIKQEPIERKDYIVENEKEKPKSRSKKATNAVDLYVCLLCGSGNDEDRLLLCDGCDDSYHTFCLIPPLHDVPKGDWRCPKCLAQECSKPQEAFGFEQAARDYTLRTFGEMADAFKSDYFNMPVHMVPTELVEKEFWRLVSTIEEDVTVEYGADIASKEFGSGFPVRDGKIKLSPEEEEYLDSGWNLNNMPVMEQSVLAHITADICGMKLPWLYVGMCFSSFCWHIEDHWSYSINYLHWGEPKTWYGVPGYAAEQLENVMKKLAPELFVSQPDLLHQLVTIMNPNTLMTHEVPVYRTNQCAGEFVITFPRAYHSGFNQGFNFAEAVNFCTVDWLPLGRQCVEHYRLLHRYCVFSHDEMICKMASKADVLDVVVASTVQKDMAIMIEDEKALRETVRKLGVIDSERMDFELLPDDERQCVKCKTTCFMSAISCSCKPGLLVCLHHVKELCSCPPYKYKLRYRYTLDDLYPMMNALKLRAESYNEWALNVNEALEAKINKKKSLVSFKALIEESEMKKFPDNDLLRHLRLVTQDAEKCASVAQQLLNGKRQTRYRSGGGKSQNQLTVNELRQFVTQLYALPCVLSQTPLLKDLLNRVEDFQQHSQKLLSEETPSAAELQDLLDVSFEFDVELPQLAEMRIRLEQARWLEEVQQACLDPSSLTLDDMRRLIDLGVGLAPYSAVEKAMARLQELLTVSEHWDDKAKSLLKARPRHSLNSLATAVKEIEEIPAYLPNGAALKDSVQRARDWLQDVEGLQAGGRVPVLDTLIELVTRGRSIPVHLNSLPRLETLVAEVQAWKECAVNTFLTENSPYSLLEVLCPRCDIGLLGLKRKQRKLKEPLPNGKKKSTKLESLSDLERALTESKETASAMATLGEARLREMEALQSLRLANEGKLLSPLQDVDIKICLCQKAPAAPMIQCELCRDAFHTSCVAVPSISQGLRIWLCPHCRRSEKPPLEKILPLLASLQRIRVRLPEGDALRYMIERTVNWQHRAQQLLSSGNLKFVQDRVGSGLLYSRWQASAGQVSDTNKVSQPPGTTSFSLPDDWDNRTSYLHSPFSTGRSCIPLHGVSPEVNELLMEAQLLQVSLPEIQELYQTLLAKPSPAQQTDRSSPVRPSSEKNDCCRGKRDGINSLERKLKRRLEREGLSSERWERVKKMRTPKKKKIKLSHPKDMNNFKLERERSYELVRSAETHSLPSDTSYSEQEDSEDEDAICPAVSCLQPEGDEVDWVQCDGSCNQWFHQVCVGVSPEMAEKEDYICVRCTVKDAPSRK
#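 Inhibition is measured as reduced NADH fluorescence generation from FDH coupling to formaldehyde release. Truncated KDM5BΔAP at 200 nM final acts on H3K4me3 peptide (12.5 µM in substrate mix) in pH 7.5 HEPES buffer with Tween-20, 30 min, room temperature.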
# Numbers without * were called inactive; ? = inconclusive; & = joins results of further samples; [ ] = dose if it differs, or a comment. Potency is read from the fitted curve at half-maximal effect. These rows are one share of the data; the hit share may differ from the screen's.
mol	KDM5B inh
Cc1cccc(NC(=O)CSC2=Nc3ccccc3C3=NC(CC(=O)NCc4cccs4)C(=O)N23)c1 (centres undefined)	21.2%
Cc1nn(C)c(C)c1C(=O)NCCn1c(C)cnc1C1CCC1	-17.2%
COc1ccc(NC(=O)COC(=O)c2ccc(Cl)c(S(N)(=O)=O)c2)c([N+](=O)[O-])c1	-3.7%
COCCn1c(-c2ccc(OCc3ccccc3)c(OC)c2)nc2c1c(=O)[nH]c(=O)n2CC(C)C	?
O=c1n(-c2ccc(C(F)(F)F)cc2)nc2n1CCN(Cc1ccsc1)C2	-24.7%[115 µM]
CCCn1nc(C(=O)NCc2ccccn2)c2ccccc2c1=O	11.0%
O=C(Cn1cnc2nc3c(cc2c1=O)CCCC3)N1CCN(c2cccc(C(F)(F)F)c2)CC1	-23.6%
CCC(CC)NC(=O)COC(=O)c1cc(C)nc2ccccc12	-11.1%
Cn1nc(C(=O)Nc2ccnn2Cc2ccc(Cl)cc2Cl)c2ccccc2c1=O	-0.3%
CCOC(=O)CC1(NC(=O)c2cc(COc3cncc(Cl)c3)on2)CCCCC1	2.3%
CCCS(=O)(=O)N1CCCC(C(=O)NCCOC)C1 (centres undefined)	3.9%
Cc1cc(N2CCN(Cc3cc4n(n3)CCNC4)CC2)n2ncnc2n1	-9.5%
COc1cc2c(cc1OC)n(CC(=O)Nc1ccccc1)c(=O)n1nc(-c3ccccc3)nc21	-21.0%
COc1ccc2nc(C)c(C(=O)NCCCC(N)=O)cc2c1	?
O=C(Cc1ccc(Cl)cc1Cl)N1CCN(c2ccccc2O)CC1	-10.8%
CCOC(=O)c1c(SCC(=O)Nc2cc(Cl)cc(Cl)c2)nc(=O)[nH]c1C	3.8%
Cc1cccc2nc(C(=O)N(C)C3CCCN(CCc4ccccc4)C3)cn12 (centres undefined)	3.1%
CCCCCn1nc(C(=O)Nc2ccc(F)cc2)c2ccccc2c1=O	-11.3%
CC(C)Oc1cccc(-c2nnc(CCC(=O)N3CCC(Cc4ccccc4)CC3)c(=O)[nH]2)c1	10.5%
COc1ccc(-c2nc(C#N)c(N3CCN(C(=O)c4cccs4)CC3)o2)cc1OC	?
Cc1ccc(-c2cc(C(=O)OCC(=O)c3ccccc3)c3cccc(Cl)c3n2)cc1	?
COc1ccc(CNC(=S)Nc2cccc(Cl)c2)cc1	-24.9%
CC(=O)N1CCC([C@@H]2CN(Cc3ccc(F)cc3Cl)C[C@H]2CO)CC1	5.3%
CCOc1ccc(CNC(=O)C2CCCN(S(=O)(=O)c3ccc4c(ccn4C)c3)C2)cc1 (centres undefined)	?

# Rewritten as labelled records: entries from further up.
> COc1ccc(CNC(=S)Nc2cccc(Cl)c2)cc1
- KDM5B inh: -24.9%
> COc1cc2c(cc1OC)n(CC(=O)Nc1ccccc1)c(=O)n1nc(-c3ccccc3)nc21
- KDM5B inh: -21.0%

# Carrying on.
mol	KDM5B inh
N#Cc1ccc(NC(=O)Cn2c(=O)c3c(ncn3C3CCCC3)n(Cc3ccccc3)c2=O)cc1	6.7%
COc1ccc(C(C)=O)c(OC(=O)c2ccc(F)cc2F)c1	1.7%
CCC(=O)N1CCc2cc(S(=O)(=O)NC(Cc3ccccc3)C(=O)Nc3ccc(Cl)cc3)ccc21 (centres undefined)	0.2%
NC(N)=NCCCN1CCCC1	?
CCN(CC)Cc1ccc(C(=O)O)o1	14.7%
CN(C)CC(O)COc1ccc(NC(=O)Nc2ccccc2F)cc1 (centres undefined)	13.0%
COc1ccccc1C(=O)N1CCC(c2n[nH]c(=O)n2Cc2ccc(F)cc2)CC1	-5.5%
CCOc1ccc(NC(=O)c2c(NC(=O)c3cccc(C)c3)sc3c2CCC3)cc1	-64.8%
NC(=O)c1ccc(OC2CCN(C(=O)c3ccccc3Cl)CC2)nc1	22.1%
O=C(NNC(=S)NCc1ccccc1)c1cccnc1	8.9%
Cc1ccc(NC(=O)c2ccc(CN3CC(=O)N4CCCCC4C3=O)cc2)cc1 (centres undefined)	-2.3%
COCC(=O)NC[C@@H]1C=C(C)[C@H](Cc2nc3ccc(Cl)cc3[nH]2)C[C@H]1C(C)C	-22.5%[86.2 µM]
CNC(=O)c1ccc(-c2nc(CN3CCN(S(=O)(=O)c4ccc(OC)cc4)CC3)c(C)o2)cc1	-22.5%
CC(=O)Nc1ccc(S(=O)(=O)N2CCN(c3cc(C(F)(F)F)ccn3)CC2)cc1	?
COc1ccc2[nH]c(C(=O)NC(C)C(=O)Nc3nc(C)cs3)cc2c1OC (centres undefined)	27.6%
Cc1ccc(CNC(=O)[C@H](Cc2ccccc2)NC(=O)c2ccco2)n1C	?
CCOc1ccc2c(c1)c(=O)c(C(=O)c1ccc3c(c1)OCO3)cn2Cc1ccc(F)cc1	-29.2%
O=C(Nc1nonc1-c1ccc2c(c1)CCCC2)c1ccco1	2.5%
Cc1nnc(-c2cc(-c3ccc(N4CCOCC4)cc3)ccn2)n1C1CCCCC1	31.6µM*
COc1ccc(NC(=O)CSc2nc(-c3cccs3)cc(C(F)(F)F)n2)cc1OC	-14.7%
COc1ccc(CNC(=O)C(OC(=O)c2ccco2)c2ccccc2)cc1 (centres undefined)	-0.8%
O=C(c1ccsc1)N1CCC2(CC1)N=C(c1ccc(Cl)cc1)NO2	?
CCC(C)(C(=O)NC1CCCCC1)N(Cc1cccs1)C(=O)c1ccc2c(c1)OCO2 (centres undefined)	11.8%
O=C(c1ccco1)N1CCC2(CC1)CN(Cc1ccccc1)CC2CO (centres undefined)	?
O=C(O)C1CCN(C(=O)CCl)CC1	12.5%
O=C1CC2(CCN(C(=O)c3ccccc3)CC2)Oc2cc(Cl)ccc21	-32.6%
O=C(NC1CCCCCC1)C1CCCN(C(=O)Cc2c[nH]c3ccccc23)C1 (centres undefined)	18.1%
NC(=O)C(Oc1cc(Cl)ccc1Cl)c1ccccc1 (centres undefined)	-2.8%
c1csc(CN2Cc3[nH]cnc3C[C@H]2c2nc(-c3ccncc3)no2)c1	28.2µM*
O=S(=O)(NCCCn1ccc2ccccc21)c1ccc(F)cc1	0.4%
CCc1ccc(C2=C(C)C(N3CCC(C(=O)Nc4cccc(OC)c4)CC3)=NS2(=O)=O)cc1	-18.2%
Cc1noc(C)c1S(=O)(=O)NCCc1noc(-c2ccccc2)n1	-12.6%
CN(C)Cc1nnc(C2CCN(C(=O)CCNS(C)(=O)=O)CC2)n1C	16.8%
CN(C)c1ccc(-n2cccc2)cc1	-14.2%
CN(C)c1ccc(CN(C)C2CCc3ccccc3C2)cc1 (centres undefined)	-13.3%[86.2 µM]
Cc1ccc(NS(=O)(=O)c2ccc3c(c2)[C@H]2C=CC[C@H]2[C@@H](c2ccc(F)cc2)N3)cc1C	?
Cc1cccc(Cn2c(SCc3ccc(C(=O)N4CCC(C)CC4)cc3)nc3ccncc32)c1	?
O=S(=O)(C/C=C/c1ccccc1)c1ccccc1	24.7%
OC1CCN(C2CCN(Cc3cccc(Cn4cccn4)c3)CC2)CC1	-4.0%
COC(=O)CNC(=O)C1CCc2nnc(C3CCN([S+](=O)([O-])c4ccccc4)CC3)n21 (centres undefined)	-7.7%[115 µM]
CC(=O)Nc1ccc(NC(=O)C(C)n2nnc(-c3ccc(C(C)C)cc3)n2)cc1 (centres undefined)	-9.7%
C=CCNC(=O)c1nn(Cc2ccccc2)c(=O)c2ccccc12	-22.9%
Cc1ccc(N2CCC3(CCCN3Cc3ccc(C4CCCO4)s3)CC2)nn1 (centres undefined)	?
CC(=O)Nc1ccc(CN2CCC3(CC2)CNC(=O)c2ccccc2O3)cc1	6.2%[115 µM]
COCCn1c(SCC(=O)NC2CCCC2)nnc1-c1ccncc1	16.8%
O=[N+]([O-])c1cccc2nc(/C=C/c3ccc(O)cc3)ccc12	6.0%
Cn1cc(CC(=O)N2CCCc3ncc(C(=O)Nc4cccc(C(F)(F)F)c4)cc32)c2ccccc21	22.4µM*
O=C(c1ccccc1F)N1CCN(C(=O)c2nnn3c2COC(c2ccc(Cl)cc2)C3)CC1 (centres undefined)	24.4%
CCCCn1c(=O)[nH]c(=O)c2c1nc(CSc1nnnn1C1CC1)n2CC	7.1%
COc1cc(C#N)ccc1OC(C)C(=O)c1ccc2c(c1)CCC2 (centres undefined)	18.0%
Cc1ncsc1CN1C(=O)CO[C@H](c2ccc(NS(C)(=O)=O)cc2)[C@H]1CO	15.5%[86.2 µM]
O=C(NC1CC(=O)N(c2ccc(F)cc2)C1)c1ccc(S(=O)(=O)N2CCOCC2)cc1 (centres undefined)	-1.7%
CCCCOc1ccc(C(=O)N2CCC(Cc3nc(-c4cnccn4)no3)CC2)cc1	-10.2%
Cc1cccc(N(Cc2ccccc2)C(=O)c2cnccn2)c1	13.3%
O=C(C[C@@H]1C[C@H]2O[C@H](CNCc3ccccc3OC(F)(F)F)[C@@H](O)[C@H]2O1)N1CCOCC1	14.2%
COc1ccc(C(=O)Cn2c(C)cc(=O)n3c4ccccc4nc23)cc1OC	20.9%
COc1ccc(-c2oc3ncnc(NCCCN(C)C)c3c2-c2ccc(OC)cc2)cc1	?
CCOc1cc(CNCCSc2nnnn2-c2ccccc2)ccc1OC	-16.8%
COc1ccc(-c2noc(CC3CCN(C(=O)COc4ccc(C)cc4)CC3)n2)cc1	?
O=C(CCC1CCCN(Cc2cccnc2)C1)Nc1ccccc1F (centres undefined)	19.9%

# New compounds follow
compound | KDM5B inh
Cn1c(C(=O)N2CCC(C(N)=O)CC2)cc2ccccc21 | 5.2%
O=C(CNc1cccc(S(=O)(=O)N2CCCCC2)c1)Nc1ccc(N2CCCC2)cc1 | -7.0%
COc1ccc(CNC(=O)c2ccc3c(c2)nc2n3CCCCC2)cc1 | -14.5%
CCOP(=O)(OCC)c1nc(C(c2ccccc2)c2ccccc2)oc1NCc1cccnc1 | 11.2%
Cc1ccc(CNC(=O)CN(C)S(=O)(=O)c2ccc(Br)s2)cc1 | 3.7%
CC(OC(=O)c1cc[n+]([O-])cc1)C(=O)c1ccc(C(C)(C)C)cc1 (centres undefined) | -10.0%
CC(=O)NCc1ccc(C(=O)NC(c2ccccc2)C(C)C)cc1 (centres undefined) | 30.1%[activator]
Cc1ccc(C)c(NC(=O)Cn2c(SCC(=O)NCc3ccccc3)nc3ccccc32)c1 | -27.8%
Oc1ccccc1CN1C[C@H](O)C[C@H]1c1nc(Cc2ccc(F)cc2Cl)no1 | 7.2%[86.2 µM]
Cc1nnsc1-c1onc(C)c1C(=O)Nc1cc(Cl)cc(Cl)c1 | 47.8%[activator]
Cc1cccnc1CN1CCN(C(=O)Cn2nnnc2CN2CCCC2)CC1 | -24.3%
CC(C)C(=O)N1CCCCCNC(=O)[C@@H]2CCCC[C@@H]21 | -16.9%
CCC1(CC)Cc2ccccc2-c2nc(CN3CCCC3)[nH]c(=O)c21 | -0.7%
Cc1ccccc1NC1(c2nnnn2-c2ccccc2C)CCCCC1 | 4.5%
CC(C)n1cc(C(=O)N2C[C@@H](CN3CCOCC3)[C@@H](CO)C2)cn1 | 20.3%
C/C(=N/NC(=S)Nc1ccc(Cl)cc1)c1ccc(Br)cc1 | ?
CN1C(=O)C2(CCCN(c3ncnc4[nH]ccc34)C2)c2ccccc21 (centres undefined) | -5.1%
CCC(C)NC(=O)c1ccc2c(c1)sc1nc(-c3ccc(OC)cc3)cn12 (centres undefined) | ?
COc1ccc(NC(=O)Cn2c(=O)n(-c3ccc(F)cc3)c(=O)c3c2cc(C)n3C)cc1 | -11.4%
COc1ccc(CNC(=O)c2cc(=O)c3cc(C)ccc3o2)cc1 | 28.7%&11.9%&-5.9%
CC(=O)Nc1ccc(OCC(=O)NCCc2cccs2)nc1 | 7.5%
O=c1cc(O)c2sc3nc(C(F)(F)F)cc(C45CC6CC(CC(C6)C4)C5)c3c2[nH]1 | 23.7%
CCOc1ccc(-c2cc3c(=O)n(CC(=O)NCc4ccc(C)cc4)ccn3n2)cc1 | -15.0%
O=C(c1ccncc1)N1CCC2(CC1)NCCc1c2[nH]c2ccccc12 | -1.4%
CCOC(=O)c1ccc(-c2ccc(/C=C(\C#N)C(=O)Nc3c(C)cccc3Cl)o2)cc1 | ?
O=S(=O)(c1ccc2nc(NC3CCCCC3)ccc2c1)N1CCCC1 | 175.7%[activator]
CN(C)C[C@@H]1CN(c2ccncn2)C[C@H]1NC(=O)c1ccc(Br)o1 | ?
O=C1N[C@@H](Cc2cccs2)C(=O)N2CC[C@H](NS(=O)(=O)c3cccs3)C[C@@H]12 | 13.3%[86.2 µM]
Cc1ccccc1N(C)C1CN(Cc2cncs2)C1 | -31.8%[86.2 µM]
CCN(C(=O)C(=O)c1c(C)[nH]c2ccccc12)c1cccc(Cl)c1 | 16.5%
COCC(=O)N1CCN(C(=O)Nc2ccccc2)C[C@H]1C(=O)N[C@H](Cc1c[nH]c2ccccc12)C(N)=O | -10.8%
Clc1ccc(N/N=C/c2cccc(Br)c2)cc1Cl | ?
Cc1cc2[nH]c(=O)c(=O)[nH]c2cc1S(=O)(=O)N1CCN(c2cccc(Cl)c2)CC1 | -22.5%
CN(Cc1ccc(C2CC(=O)Nc3n[nH]c(C4CCC4)c32)o1)S(C)(=O)=O (centres undefined) | ?
COCCNc1ncccc1-c1noc([C@@H]2CCCN2Cc2ccc3c(c2)OCO3)n1 | 31.6µM*
CCOC(=O)c1cc2cc(CC)ccc2[nH]1 | 194.3%[activator]

# Not a retest: an excerpt of the list.
compound | KDM5B inh
O=C1N[C@@H](Cc2cccs2)C(=O)N2CC[C@H](NS(=O)(=O)c3cccs3)C[C@@H]12 | 13.3%[86.2 µM]
Cc1ccccc1N(C)C1CN(Cc2cncs2)C1 | -31.8%[86.2 µM]
CCN(C(=O)C(=O)c1c(C)[nH]c2ccccc12)c1cccc(Cl)c1 | 16.5%
COCC(=O)N1CCN(C(=O)Nc2ccccc2)C[C@H]1C(=O)N[C@H](Cc1c[nH]c2ccccc12)C(N)=O | -10.8%
Clc1ccc(N/N=C/c2cccc(Br)c2)cc1Cl | ?
Cc1cc2[nH]c(=O)c(=O)[nH]c2cc1S(=O)(=O)N1CCN(c2cccc(Cl)c2)CC1 | -22.5%

# Compound activity (PubChem)
